Screening results from PubChem.
M1 ag – M1 muscarinic receptor agonists, primary screen, CHO-M1 cells, Fluo-4 calcium, agonist mode; Muscarinic acetylcholine receptor M1; Fluo-4 calcium fluorescence; active compounds read high; B-score at 10 µM; 3% of 64,000 active; AID 626, 2007;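 active = fluorescence rise, raw or as B-score row- and column-corrected plate score, outside the 99.7% band of its plate's samples, either direction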
M1 antagonist – antagonists of rat M1 muscarinic receptor; Muscarinic acetylcholine receptor M1 (Rattus norvegicus), P08482; CHO-M1 cells, Fluo-4 calcium, ACh EC80 antagonist mode; active compounds read low; B-score at 10 µM; 3.4% of 64,000 active; AID 628, 2007;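 active = calcium fluorescence response, raw or row-and-column corrected B-score, differing from the plate sample mean either way at a set confidence level, mostly lower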
Target sequence (P08482 whole entry, looked up): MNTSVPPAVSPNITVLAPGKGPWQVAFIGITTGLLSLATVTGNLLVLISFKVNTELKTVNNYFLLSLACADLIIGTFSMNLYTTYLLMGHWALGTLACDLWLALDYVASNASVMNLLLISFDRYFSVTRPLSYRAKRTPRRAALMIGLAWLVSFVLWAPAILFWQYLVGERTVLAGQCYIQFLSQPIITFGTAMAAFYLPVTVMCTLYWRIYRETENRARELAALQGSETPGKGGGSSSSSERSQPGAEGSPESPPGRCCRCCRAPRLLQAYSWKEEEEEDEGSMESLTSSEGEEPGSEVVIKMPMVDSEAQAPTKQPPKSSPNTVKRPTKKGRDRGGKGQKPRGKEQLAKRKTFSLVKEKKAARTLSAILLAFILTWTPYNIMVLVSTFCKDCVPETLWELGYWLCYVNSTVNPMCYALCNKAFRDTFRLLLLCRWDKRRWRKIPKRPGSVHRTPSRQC
HTR1E agonist – 5-HT1E receptor agonists, primary screen, cell-based, HTS | 5-hydroxytryptamine receptor 1E (Homo sapiens), P28566 | CHO 5-HT1E Ga15 NFAT-bla reporter, FRET; 0% DMSO wells, 100% control agonist wells | activation, % at 6 µM | 0.69% of 65,000 active;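 active = activation above a set limit, the screen-wide mean activation plus 3 SD, cut at about 8.5% in these data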;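 also: 100% = positive control agonist at 1 µM giving full maximal response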
S1P3 agonist – human S1P3 receptor agonists, primary screen, cell-based, primary and confirmation, NFAT-BLA reporter; Sphingosine 1-phosphate receptor 3 (Homo sapiens), Q99500; S1P3 NFAT-BLA reporter cells, agonism, FRET ratio; relative to 1 µM S1P, basal subtracted; activation, % at 4.5 µM; 0.1% of 60,000 active;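 active = activation above the screen-wide mean plus 3 SD, cut at about 4.5% in these data, passing the limit was not always enough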; also: some compounds called inactive have numbers as strong as hits
Target sequence (Q99500 whole entry, looked up): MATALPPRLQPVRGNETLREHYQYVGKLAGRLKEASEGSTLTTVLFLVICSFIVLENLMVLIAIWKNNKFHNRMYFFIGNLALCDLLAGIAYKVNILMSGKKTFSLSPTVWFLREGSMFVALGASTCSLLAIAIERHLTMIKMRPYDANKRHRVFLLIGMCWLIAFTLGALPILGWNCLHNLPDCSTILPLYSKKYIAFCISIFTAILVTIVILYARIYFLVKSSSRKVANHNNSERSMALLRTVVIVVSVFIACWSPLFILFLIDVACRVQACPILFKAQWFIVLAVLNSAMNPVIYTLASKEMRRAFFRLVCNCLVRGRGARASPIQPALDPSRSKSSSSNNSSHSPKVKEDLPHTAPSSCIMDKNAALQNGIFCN
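material = human S1P3 NFAT-BLA reporter CHO cells | schedule = 4 h compound at 37 °C, 2 h substrate at RT | measured by = fluorescent BLA substrate, ex 405 nm, em 460/535 nm ratio | controls = 1 µM S1P reference | replication = primary once, confirmation triplicate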
S1P1 ag-PAM – S1P1 agonists and agonism potentiators, primary screen, cell-based, primary and confirmation screens, CRE-bla reporter | S1P1 CRE-bla cells, forskolin, beta-lactamase FRET, potentiator mode; S1P1 agonist co-added at EC20, 2 nM; 100% = saturating reference agonist, 0% = basal | 0.57% of 56,000 active | activation, % at 9.5 µM | Sphingosine 1-phosphate receptor 1 (Homo sapiens), P21453;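 active = activation above a cutoff set at the mean activation of all tested compounds plus 3 SD, cut at about 54% in these data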;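 also: forskolin at 4 µM as EC80 and the EC20 agonist is SEW2871; 100% = SEW2871 at its EC100 plus forskolin at EC80; some compounds past the cut are filed as inactive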
Jurkat viability – cytotoxicity toward Jurkat T cells, primary screen, cytotoxicity control, cell-based, Jurkat E6.1, 60K MLSMR library. Jurkat E6.1 viability, ATP luminescence, 48 h. inhibition, % at 4 µM. 1.2% of 56,000 active;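 active = inhibition above the mean inhibition of all tested compounds plus 3 SD, cut at about 28% in these data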
HTR1E antagonist – 5-HT1E receptor antagonists, primary screen, cell-based, HTS; CHO 5-HT1E Ga15 NFAT-bla reporter, FRET, antagonist; 0.99% of 65,000 active; AID 571, 2007; inhibition, % at 6 µM; 5-hydroxytryptamine receptor 1E (Homo sapiens), P28566;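 active = inhibition above a set limit, the mean inhibition across every tested compound plus 3 SD, cut at about 29% in these data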;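 also: signal is the 460 over 535 nm emission ratio of beta-lactamase substrate; 0% = agonist plus DMSO wells and 100% = wells without agonist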
HEK293 NFkB inh – inhibitors of PMA/ionomycin-induced NF-kB reporter, primary screen, antigen receptor NF-kB inhibitor project, cell-based, HEK-293 luciferase reporter, luminescence | HEK-293 NF-kB luciferase reporter | inhibition, % at 3 µM | 0.21% of 62,000 active;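 active = inhibition above the mean of all tested compounds plus 3 SD, cut at about 40% in these data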;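 also: 0% = stimulated DMSO wells and 100% = 10 µM reference inhibitor 5653914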
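System – HEK-293 cells with stable firefly luciferase reporter driven by four HIV NF-kB elements · Doses – one dose, 3 µM · Schedule – 1 h compound pre-incubation, 16 h PMA/ionomycin at 37 °C · Technique – luminescence from luciferase substrate reagent · Measure – percent inhibition normalized per plate to DMSO and reference-inhibitor controls · Replicates – tested once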
Her2 expr inh – inhibitors of Her2 protein expression, primary screen, SKBR-3 cells, AlphaScreen, 66K library | SKBR-3 HER2 protein level, 18-24 h; active compounds read low | 0.69% of 65,000 active | Receptor tyrosine-protein kinase erbB-2 (Homo sapiens), P04626 | AID 645, 2007 | HER2 level % of control, % at 10 µM;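 active = HER2 level under 5% of the carrier-only control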;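 also: 100% = DMSO carrier and 0% = 500 nM PU-H71 HSP90 inhibitor; lower value means stronger loss of Her2 protein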
An asterisk follows results filed as active; · = no result given.

structure,M1 ag,M1 antagonist,HTR1E agonist,S1P3 agonist,S1P1 ag-PAM,Jurkat viability,HTR1E antagonist,HEK293 NFkB inh,Her2 expr inh
COc1ccc2cc(CN(CCCN3CCOCC3)Cc3nnnn3C3CCCCC3)c(=O)[nH]c2c1,0.035,-1.4,-1.5,-0.1,-2,16,10,9,90
COc1cccc(-c2cc(C(=O)N3CCCCCC3)no2)c1,0.84,-0.67,-0.4,-1.2,13,4,4,-33,88
CN(C)S(=O)(=O)c1ccc(C(=O)N2CCCC2c2nc3ccccc3s2)cc1 (centres undefined),0.97,-0.0066,0.1,-1.7,11,5,-3,7,100
Cc1ccc(-c2c3c(=O)n(C)c(=O)n(C)c3c3c(C)cc(C)nn23)cc1,9.5*,-13*,0.3,-1.5,34,5,11,8,99
Cc1cc(NC(=O)C2CCN(S(=O)(=O)Cc3ccccc3)CC2)ccc1-n1cnnn1,-1.3,-0.1,-1.1,·,·,·,8,-2,35
Oc1cnc2ccccc2c1CN1CCOCC1,-0.18,-0.076,-1.1,-0.7,·,13,10,5,97
O=C(O)CCSc1nc2ccccc2s1,1.4,0.97,-0.8,-0.1,-11,2,2,22,109
c1ccc(-n2ncc3c(NCC4CCCO4)ncnc32)cc1 (centres undefined),1.8,-0.87,-1.0,-3.7,9,·,1,·,153
O=C(c1cc(-c2cccs2)on1)N1CCCc2ccccc21,0.32,-1,0.1,-0.3,10,0,-6,9,57
COCC(=O)Nc1cc(=O)n(C)c(=O)n1C,-2.1,0.41,0.4,-0.4,-7,-4,1,1,108
COc1ccc(CNC(=O)C2CC(c3cccc(OC)c3)=NO2)cc1 (centres undefined),-0.75,-0.72,-0.2,0.5,12,2,1,11,112
COc1ccccc1OCc1ccc(C(=O)NCCN(C)C)o1,0.15,-0.29,-0.3,-0.3,-7,-2,-3,6,84
O=C(O)c1ccc(COc2ccccc2Cl)cc1,-0.38,1.5,-0.2,-0.6,-6,-3,5,1,125
COC(=O)Cc1c(C)nc2nc(NCc3ccc(Cl)cc3)[nH]n2c1=O,·,·,1.2,0.1,8,-1,-6,6,90
CCCCCOC(=O)C1[C@H]2C(=O)N(CCCOC)C[C@]23C=C[C@H]1O3 (some centres undefined),1.9,-0.49,-0.2,0.3,-2,-4,-3,-7,69
COc1ccccc1NCCC(=O)OCC(=O)Nc1ccc(Cl)cn1,-1.1,-0.2,-0.3,-1.5,-4,0,2,6,87
CC(C)(C)S(=O)(=O)c1ccc2nc3c(n2c1)CCCC3,-0.00055,0.43,-0.5,-0.4,-4,-2,2,3,92
Nc1ccc(-c2ccc(N)cc2C(F)(F)F)c(C(F)(F)F)c1,-0.14,-0.014,-1.1,0.2,2,-7,-9,-14,83
CCC(C(=O)Nc1nccs1)(C(F)(F)F)C(F)(F)F,7.4*,-0.53,-0.5,-1.8,-11,·,11,·,126
CCCNc1nc2c(c(=O)n(C)c(=O)n2C)n1CCc1ccccc1,0.033,0.73,0.4,-1.1,1,24,-2,6,88

(further entries)
structure,M1 ag,M1 antagonist,HTR1E agonist,S1P3 agonist,S1P1 ag-PAM,Jurkat viability,HTR1E antagonist,HEK293 NFkB inh,Her2 expr inh
CCCc1nnc(NC(=O)C2CCCO2)s1 (centres undefined),-0.3,-0.11,-0.5,0.2,-24,-1,-2,4,118
COc1cccc(-c2nnc3sc(-c4ccc(C)cc4)nn23)c1,0.16,0.89,0.2,-0.5,10,·,-2,·,74
CC(=O)Nc1ccc(S(=O)(=O)Nc2nc3n(n2)C(c2ccccc2)CC(=O)N3)cc1 (centres undefined),-0.046,-0.093,0.5,-3.1,-6,·,6,·,73
Cc1c(C(=O)OCC(C)(C)CN(C)C)oc2ccccc12,-0.25,-5*,1.4,0.0,-6,0,-3,19,88
Cc1ccc2oc(=O)c3cnn(CC(=O)N4CCCCCC4)c3c2c1,0.063,-0.53,-0.8,0.1,4,1,13,10,108
Cn1c(=O)n(C)c2cc(/C=N/n3cnnc3)ccc21,-0.49,0.44,-0.4,-1.5,2,9,2,17,67
O=C(CSCc1ccco1)c1cccs1,0.34,0.73,0.1,0.9,9,2,8,-8,97
COC(=O)c1ccccc1NC(NC(=O)c1ccco1)C(=O)c1ccccc1 (centres undefined),-0.14,0.063,0.2,-1.1,-1,-4,-4,8,90
Clc1c(CSc2nc3ccccc3o2)nc2sccn12,-0.47,0.47,-0.9,·,·,·,10,-26,·
CCCn1c(=O)c(C(=O)Nc2c(C)n(C)n(-c3ccccc3)c2=O)c(O)c2ccccc21,-0.013,-11*,-1.3,-0.7,4,1,-2,15,87
O=C(NCc1ccccn1)c1ccc(NC(=O)c2ccco2)cc1,0.82,0.2,-0.4,-1.4,0,-4,0,7,71
COc1ccc(Br)cc1C(=O)Nc1ccc(N2CCN(S(C)(=O)=O)CC2)cc1,-1.1,-0.46,0.2,-0.5,0,3,11,11,73
CC(C)(C)n1ncc2c(=O)n(CC(=O)Nc3ccccc3)cnc21,-0.33,0.39,-1.4,-0.5,-10,-5,-6,-2,85
Nc1c(C(=O)NCCN2CCOCC2)c2nc3ccccc3nc2n1CCc1ccccc1,0.6,0.17,5.7,7.9*,-97,-10,-12,5,80
CCOC(=O)c1sc(NC(=O)CSc2nncs2)c(C(=O)OCC)c1C,-0.19,-5*,1.3,-1.1,-10,8,5,9,76
CC(CCc1ccccc1)NC(=O)CN1CCOc2ccccc21 (centres undefined),0.53,0.44,-2.1,-1.0,1,1,12,11,101
O=c1c2ccccc2nc2n1CC/C2=C/N1CCN(c2cccc(C(F)(F)F)c2)CC1,0.6,-0.58,39*,0.0,6,4,-8,10,69
Cn1cc(/C(Cc2ccccc2)=N\O)c2ccccc21,0.28,0.21,57*,-0.8,11,59*,0,9,112
Cc1onc(-c2c(F)cccc2Cl)c1C(=O)Nc1cccc2nsnc12,0.65,-0.49,0.4,2.0,-52,5,15,-3,96
CCc1nnc(SCC(=O)Nc2ccccc2)nc1CC,0.38,1.9,0.3,-0.6,-22,-9,0,-7,102

Going on with the list.
structure,M1 ag,M1 antagonist,HTR1E agonist,S1P3 agonist,S1P1 ag-PAM,Jurkat viability,HTR1E antagonist,HEK293 NFkB inh,Her2 expr inh
O=c1cc(-c2ccccc2)c2ccccc2[nH]1,2.1,0.14,-1.0,-1.9,1,9,5,24,105
Cn1nc(C(=O)N2CCOCC2)c2ccccc2c1=O,-0.39,0.38,0.2,1.1,-36,2,-12,26,107
O=C(c1ccc(CS(=O)(=O)c2ccc(Br)cc2)o1)N1CCOCC1,0.024,-0.38,0.3,0.3,1,-1,-2,8,101
Cc1ccc(S(=O)(=O)N2CCN(Cc3ccccc3C(F)(F)F)CC2)cc1,-0.78,-0.049,-1.9,-1.0,26,-4,20,9,127
O=C(CSc1nc2ccccc2c(=O)n1CCCC(=O)N1CCCC1)NCc1ccco1,0.46,-0.69,-0.7,·,·,·,1,16,97
NC(=O)CC(NC(=O)OCc1ccccc1)C(=O)O (centres undefined),0.059,0.74,0.5,-0.3,-6,-3,-7,10,224
Cc1nn(-c2ccccc2)c2sc(C(=O)OCN3C(=O)c4ccccc4C3=O)cc12,4.8,0.25,0.4,-0.6,·,-8,-6,11,90
O=C(CN(Cc1ccco1)C(=O)CNS(=O)(=O)c1ccccc1)NCc1ccc(F)cc1,0.67,-0.24,-0.5,-0.9,16,5,-4,12,89
CCOC(=O)C1=C(C)NC(=O)NC1c1ccc(OCC(=O)N2CCCCC2)cc1 (centres undefined),0.78,0.51,-0.9,-0.4,2,2,-4,17,93
CC1CN(c2c3c(nc4ncnn24)CCCC3)CC(C)O1 (centres undefined),0.5,0.69,0.9,·,·,·,2,11,121
COc1ccc(-c2cc(C(=O)N3CC4(C)CC3CC(C)(C)C4)no2)cc1 (centres undefined),-0.2,0.45,0.1,·,·,·,-3,24,83
CCOc1ccc(NC(=O)C2CC(=O)N(C)C(=Nc3ccc4c(c3)OCO4)S2)cc1 (centres undefined),-1.7,0.91,0.1,-0.5,-6,0,9,6,94
O=C(c1ccccc1)N1CCCCC(S(=O)(=O)c2ccccc2)C1=O (centres undefined),-0.0091,0.13,0.3,0.2,12,-5,0,0,135
O=C(O)CC1Sc2ccccc2NC1=O (centres undefined),-0.56,0.13,-0.6,-0.9,·,4,10,20,81
CC1(C)CC(=O)C2=C(C1)N(Cc1ccco1)C(=O)C2(NC(=O)C1CCCCC1)C(F)(F)F (centres undefined),-0.1,-0.081,0.0,-0.9,16,6,13,24,111
COc1ccc(NC(=O)c2ccc3c(c2)OCO3)cc1Cl,1.5,-0.37,0.4,1.9,8,-6,9,-56,78
Cc1ccccc1NC(=O)NCCCN1CCN(C2CCCCC2)CC1,-0.27,0.022,-1.5,-0.8,-13,4,-14,10,91
CCOCC(=O)Nc1nc2ccc(OCC)cc2s1,-0.058,1.3,-0.7,-1.3,12,1,-4,-21,85
COc1ccccc1CNC(=O)C1CCN(S(=O)(=O)c2c(C)noc2C)CC1,0,0,-0.2,·,·,·,2,-6,85
CC(C)(C)c1ccc(C(=O)CCCSC2=C(C#N)C(c3ccco3)C3=C(CCCC3=O)N2)cc1 (centres undefined),-0.0011,0.036,0.4,-1.7,16,2,-2,27,52

Reprinted from the part before: two compounds, then new ones.
structure,M1 ag,M1 antagonist,HTR1E agonist,S1P3 agonist,S1P1 ag-PAM,Jurkat viability,HTR1E antagonist,HEK293 NFkB inh,Her2 expr inh
COc1ccccc1CNC(=O)C1CCN(S(=O)(=O)c2c(C)noc2C)CC1,0,0,-0.2,·,·,·,2,-6,85
CC(C)(C)c1ccc(C(=O)CCCSC2=C(C#N)C(c3ccco3)C3=C(CCCC3=O)N2)cc1 (centres undefined),-0.0011,0.036,0.4,-1.7,16,2,-2,27,52
Cc1cccc2sc(NC(=O)c3ccc(Cl)s3)nc12,-0.69,-0.37,0.6,0.1,15,4,-10,-11,48
CCOC(=O)c1c(NC(=O)c2cc(C3CC3)on2)sc2c1CCCC2,-0.036,0.74,1.0,1.7,-3,-2,-3,-9,101
CCn1c(=O)cc(OCC(=O)N2CCN(c3cccc(C(F)(F)F)c3)CC2)c2ccccc21,-0.17,-0.35,2.4,-1.2,14,7,-8,10,90
COC(=O)c1[nH]c2cc(OC)ccc2c1NC(=O)CCN1CCCC(C)(C)C1,-0.38,-1.9,-0.5,0.3,-9,·,-1,·,95
